KCNH2 3.1 block: blocks the human KCNH2 3.1 channel isoform; hit rate 0.95% among 340,000; activity change, % (tested at about 1.8 µM); U2OS KCNH2 3.1, thallium flux FluxOr; hits give low values;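 active = maximum activity change below -70%; inconclusive = maximum activity change from -70% to -50%; inactive = maximum activity change above -50%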;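 also: thallium influx rate constant from kinetic fluorescence after stimulation buffer; % is scaled to controls: 0 for no effect and ±100 for the full control effect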
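Thallium flux read-out: FluxOr dye with Red40 quencher in HBSS/HEPES, 45 min at RT. Rate constants from kinetic reads were normalized to positive and negative DMSO controls. Cells: U2OS virally expressing the 3.1 isoform.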
hERG WT inh: KCNH2 (human, wildtype) channel inhibition. Q12809. U2OS, BacMam KCNH2, thallium flux FluxOr; hits give low values. activity change, % at 1.84 µM. hit rate 0.37% among 340,000;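 active = maximum activity change below -70%; inconclusive = maximum activity change between -70% and -50%; inactive = maximum activity change above -50%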; also: % is scaled to controls: 0 for no effect and ±100 for the full control effect
Target sequence (Q12809 whole entry, looked up): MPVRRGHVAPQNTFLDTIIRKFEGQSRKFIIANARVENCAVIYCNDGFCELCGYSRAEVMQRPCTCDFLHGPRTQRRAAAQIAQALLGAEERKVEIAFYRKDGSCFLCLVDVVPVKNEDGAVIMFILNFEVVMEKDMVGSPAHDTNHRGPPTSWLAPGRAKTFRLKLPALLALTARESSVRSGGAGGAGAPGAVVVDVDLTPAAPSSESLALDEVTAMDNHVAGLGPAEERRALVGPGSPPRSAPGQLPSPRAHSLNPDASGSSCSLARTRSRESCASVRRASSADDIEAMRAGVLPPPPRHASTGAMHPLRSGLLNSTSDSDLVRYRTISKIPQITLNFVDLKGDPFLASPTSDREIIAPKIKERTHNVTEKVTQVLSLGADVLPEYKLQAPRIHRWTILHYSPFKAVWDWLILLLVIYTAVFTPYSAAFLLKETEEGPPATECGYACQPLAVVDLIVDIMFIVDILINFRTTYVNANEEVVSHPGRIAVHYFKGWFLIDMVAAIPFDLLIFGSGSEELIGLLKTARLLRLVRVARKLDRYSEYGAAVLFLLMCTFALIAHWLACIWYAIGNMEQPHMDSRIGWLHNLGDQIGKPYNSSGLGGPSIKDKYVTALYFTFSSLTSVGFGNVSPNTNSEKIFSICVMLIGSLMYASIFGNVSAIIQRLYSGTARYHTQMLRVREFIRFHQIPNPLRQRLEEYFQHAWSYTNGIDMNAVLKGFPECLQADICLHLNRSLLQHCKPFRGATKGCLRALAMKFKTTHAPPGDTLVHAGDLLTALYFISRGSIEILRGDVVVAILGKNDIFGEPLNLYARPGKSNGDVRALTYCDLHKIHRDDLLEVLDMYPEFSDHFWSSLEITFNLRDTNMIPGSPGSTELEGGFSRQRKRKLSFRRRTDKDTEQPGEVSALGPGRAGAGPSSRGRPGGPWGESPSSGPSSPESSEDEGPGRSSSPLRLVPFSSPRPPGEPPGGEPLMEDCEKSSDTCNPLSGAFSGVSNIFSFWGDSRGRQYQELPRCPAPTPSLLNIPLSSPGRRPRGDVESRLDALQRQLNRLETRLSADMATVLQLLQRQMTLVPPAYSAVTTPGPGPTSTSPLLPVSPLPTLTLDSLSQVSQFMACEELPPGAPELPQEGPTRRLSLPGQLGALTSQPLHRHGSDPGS
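U2OS cells transduced with wild-type KCNH2 virus are loaded with FluxOr dye for 45 min, and thallium flux is measured in kinetic reads before and after stimulation buffer. Rate constants are normalized to DMSO controls.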
TCR act: T cell receptor activation | Potency, µM (highest dose often 9.22 µM), without a hit: at the top dose activation of IL-2 secretion, most hits filed as activators | 330,000 tested, under 10 active | primary human leukocytes, anti-CD3, IL-2 HTRF, 48 h; active = well fitted activation curve with a large enough effect; inconclusive = small, poorly fitted or top-dose-only effect, or another doubt; inactive = no such curve, though single readings can be large or run the other way; also: % of control where 0% means no effect
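Activity was scored as IL-2 release from primary human leukocytes given only a TCR signal (a-CD3 beads) plus compound for 48 hr. Detection used a two-antibody HTRF format read at 665nm.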
Starred values were filed as active, the others as inactive; ? = inconclusive. This is a subset; rates above refer to the full screens.

SMILES | KCNH2 3.1 block | hERG WT inh | TCR act
O=C(CSc1nc2ccccc2o1)Nc1nc2c(s1)CCCC2 | 16 | -6 | 3%
CN(C)c1nc(Cl)nc2c1nc(Cl)n2C1CCCCO1 (stereo not given) | 0 | -3 | 2%
CCOC(=O)C1OC2(CCCC2)OC1C(=O)OCC (stereo not given) | -1 | -8 | 5%
O=C(COc1ccc(C(=O)c2ccccc2)cc1)Nc1ncccc1O | 4 | -7 | -4%
COC(=O)CCCCCN1C(=O)NC(C2CC2)C(C(=O)OCc2ccccc2)=C1C (stereo not given) | -6 | 3 | -2%
COc1cc(C2C3=C(COC3=O)OC(C)(C)Oc3cc4c(cc32)OCO4)cc(OC)c1OC (stereo not given) | -22 | -2 | -9%
CC(=O)N(Cc1ccccc1)c1c(N)nc(N)[nH]c1=O | 7 | 0 | 5%
O=C(/C=C/c1cccs1)c1cc(F)ccc1OC(=O)N1CCOCC1 | 4 | -5 | 6%
CCN(CC(=O)Nc1ccc(NC(C)=O)cc1)C(=O)c1ccc(COc2ccc(C(C)(C)C)cc2)cc1 | 2 | 1 | -7%
COc1ccc(CCc2ccc3cc(OC)ccc3n2)cc1 | -24 | -5 | -11%
Cc1cccc(N2C(=O)C=CC2=O)c1 | -9 | -8 | -4%
COc1nc(Nc2ccc(-c3nc4ccccc4o3)cc2)nc(N2CCOCC2)n1 | -10 | -8 | 0%
COc1ccc(NC(=S)NCCSc2ccc(C)cc2)c(OC)c1 | -25 | -6 | -5%
CC(C)(C)CC(C)(C)N=C1Nc2cc(Cl)c(Cl)cc2NC12C[C@H]1CCC(=O)N3CC[C@@H](C2)[C@@H]13 (stereo not given in full) | -8 | 3 | 4%
CCO[C@H]1OC(C(=O)O)=C[C@@H](c2cn(C(C)=O)c3ccccc23)[C@@H]1CCCO | 26 | 1 | 1%

By substructure, those above containing a tert-butyl group (2)
SMILES | KCNH2 3.1 block | hERG WT inh | TCR act
CCN(CC(=O)Nc1ccc(NC(C)=O)cc1)C(=O)c1ccc(COc2ccc(C(C)(C)C)cc2)cc1 | 2 | 1 | -7%
CC(C)(C)CC(C)(C)N=C1Nc2cc(Cl)c(Cl)cc2NC12C[C@H]1CCC(=O)N3CC[C@@H](C2)[C@@H]13 (stereo not given in full) | -8 | 3 | 4%

Carrying on:
SMILES | KCNH2 3.1 block | hERG WT inh | TCR act
CCOC(=O)N1CC(C)N(CC(O)CN2CCOCC2)CC1C (stereo not given) | 7 | 0 | -4%
Cc1ccc(NC(=O)c2ccc(S(=O)(=O)N(C)c3ccccc3)cc2)cc1S(=O)(=O)N1CCOCC1 | 12 | 1 | -5%
CN(NC(=O)Nc1ccc(Cl)cc1)c1ncc(C(F)(F)F)cc1Cl | -11 | -6 | 2%
CCCn1cnc2c(SCc3ccc(Cl)cc3)nc(N)nc21 | -16 | 8 | 3%
O=C(O/C(=C/c1ccccc1)C(F)(F)F)c1ccccc1 | 7 | 5 | 1%
Nc1ccccc1C#Cc1ccc([N+](=O)[O-])cc1 | 2 | 12 | -8%
Cc1ccc(OCCC(=O)OCC(=O)Nc2ccc(C)c(S(=O)(=O)N3CCOCC3)c2)cc1 | -38 | -10 | -9%
COc1ccc2c(c1)CCc1cnoc1-2 | -2 | -2 | -94%
CCCCn1c(N)c(N(CCC(C)C)C(=O)COC(=O)Cc2ccc(Cl)cc2)c(=O)[nH]c1=O | 4 | -14 | 3%
CC1CC2C3CCC4=CC(=O)CCC4(C)C3CCC2(C)C1(O)C(=O)CO (stereo not given) | -6 | -1 | 1%
O=c1[nH]c(Nc2ccccn2)cc2ccccc12 | 8 | -9 | 3%
CCN(CC)C(=O)COc1ccc(/C=N/NC(=O)c2cc(-c3ccccc3OC)nc3ccccc23)cc1OC | -7 | 14 | -15%
Nc1c(Br)cc(Br)c2c1-c1ccc([N+](=O)[O-])cc1C2 | 0 | -10 | -5%
C[C@]12CC[C@H](O)CC1=CCC1C2CC[C@@]2(C)C1CC[C@@H]2NC(=O)[C@@H](N)Cc1cnc[nH]1 (stereo not given in full) | 6 | -2 | -10%
O=C(O)C(F)=C(c1ccccc1)c1ccccc1 | -26 | 6 | -5%

4 of the entries above in order of their number in TCR act, rising:
compound | TCR act
O=C(O)C(F)=C(c1ccccc1)c1ccccc1 | -5%
O=C(O/C(=C/c1ccccc1)C(F)(F)F)c1ccccc1 | 1%
CN(NC(=O)Nc1ccc(Cl)cc1)c1ncc(C(F)(F)F)cc1Cl | 2%
CCCCn1c(N)c(N(CCC(C)C)C(=O)COC(=O)Cc2ccc(Cl)cc2)c(=O)[nH]c1=O | 3%

Compound profiles, from the list above. Values in the order: KCNH2 3.1 block, hERG WT inh, TCR act
CCOC(=O)C1OC2(CCCC2)OC1C(=O)OCC (stereo not given) in the list: -1, -8, 5%
CCCn1cnc2c(SCc3ccc(Cl)cc3)nc(N)nc21 in the list: -16, 8, 3%
C[C@]12CC[C@H](O)CC1=CCC1C2CC[C@@]2(C)C1CC[C@@H]2NC(=O)[C@@H](N)Cc1cnc[nH]1 (stereo not given in full) in the list: 6, -2, -10%
Cc1ccc(OCCC(=O)OCC(=O)Nc2ccc(C)c(S(=O)(=O)N3CCOCC3)c2)cc1 in the list: -38, -10, -9%
CCN(CC)C(=O)COc1ccc(/C=N/NC(=O)c2cc(-c3ccccc3OC)nc3ccccc23)cc1OC in the list: -7, 14, -15%

Next records follow.
SMILES | KCNH2 3.1 block | hERG WT inh | TCR act
Cc1ccc(C(=O)Nc2cccc(S(=O)(=O)N3CCCCC3)c2)cc1S(=O)(=O)N1CCOCC1 | -3 | 2 | 4%
O=C(N/N=C/c1cc2c(cc1[N+](=O)[O-])OCO2)c1ccccn1 | 7 | -8 | -1%
Cc1ccccc1NC(=O)CCN1CCCCCC1 | -1 | -3 | -3%
S=C(Nc1ccc(Cl)cc1)N1CCOCC1 | -21 | 0 | 2%
CCOC(=O)c1c(-c2ccccc2)oc2cc(CN(C)C)c(O)c(CN(C)C)c12 | -15 | 8 | 10%
COC(=O)[C@@H](Cc1ccccc1)NS(=O)(=O)N[C@H](Cc1ccccc1)C(=O)OC | 2 | -16 | -5%
CCCCC(=O)O | 0 | -6 | -3%
O=C(O)COc1ccc(C=C2SC(=S)N(c3ccccc3)C2=O)cc1 | 22 | 2 | -2%
CCOC(=O)/C=C/c1ccccc1S(=O)(=O)NC(C)(C)C | 30 | 1 | -6%
CN(C)S(=O)(=O)c1cccc(C(=O)Nc2cc(S(=O)(=O)N3CCOCC3)ccc2N2CCCC2)c1 | 0 | 5 | -2%
CC(SC(C)C(=O)NN=Cc1ccc(F)cc1)C(=O)NN=Cc1ccc(F)cc1 (stereo not given) | 7 | 2 | 0%
CCC(=O)c1ccc(OC(=O)c2ccc(Br)o2)cc1 | 2 | -15 | 6%
CC1NC(C)c2c(ccc3ccccc23)O1 (stereo not given) | -9 | 0 | 2%
COc1ccc(NC(=O)C2CC3C=CC2C3)c([N+](=O)[O-])c1 (stereo not given) | 15 | -22 | 6%
COC(=O)C[C@H]1c2cc(F)ccc2S(=O)(=O)N1c1ccc(N(C)C)cc1 | 2 | -1 | -3%

Next section, overlapping the part above by two compounds.
SMILES | KCNH2 3.1 block | hERG WT inh | TCR act
COc1ccc(NC(=O)C2CC3C=CC2C3)c([N+](=O)[O-])c1 (stereo not given) | 15 | -22 | 6%
COC(=O)C[C@H]1c2cc(F)ccc2S(=O)(=O)N1c1ccc(N(C)C)cc1 | 2 | -1 | -3%
C[C@@H]1ON(C)[C@H]2C[C@H]3c4cc(-c5cccc(F)c5)ccc4CCN3C(=O)[C@@H]12 | 12 | 1 | -11%
CN(CCOc1ccc(Cl)cc1)C(=O)c1cccc(S(=O)(=O)N2CCN(c3ccc(F)cc3)CC2)c1 | ? | 5 | 0%
CC(=NO)C1CCC2C3CCC4=CC(=NO)CCC4(C)C3C(O)CC12C (stereo not given) | -4 | 12 | 0%
Cc1ccc(C=NNc2nc3c([nH]2)c(=O)n(C)c(=O)n3C)cc1 | 19 | 0 | -1%
CCCCN1CC[C@H]2C=CC[C@@H](C(=O)Nc3ccc(Cl)cc3Cl)[C@H]2C1=O | 14 | 3 | -4%
Cc1ccc(CNC(=O)c2cc(-c3ccccc3)nn2CC2CC(c3cccnc3)=NO2)cc1 (stereo not given) | -7 | 8 | 11%
Cc1ccc(NC(=O)c2ncn(CCCN3CCN(c4ncccn4)CC3)n2)cc1C | -15 | 9 | 1%
CC1CCC(O)(C(C(=O)O)c2ccccc2)CC1 (stereo not given) | -7 | 0 | -4%
O=c1[nH]c2ccc(Cl)cc2[nH]1 | -14 | 17 | 2%
O=C(NC1CCCc2c1cnn2-c1cc(F)cc(F)c1)c1ccccn1 (stereo not given) | 16 | 4 | 1%
Cc1ccc(C2C(C(=O)c3sc(-c4ccccc4)nc3C)=C(O)C(=O)N2CCN(C)C)o1 (stereo not given) | 12 | -4 | 1%
Cc1[nH]n(-c2ccccc2)c(=O)c1C(c1ccc(O)c([N+](=O)[O-])c1)c1c(C)[nH]n(-c2ccccc2)c1=O | 3 | 1 | 3%
Cc1nc(N2CCN(Cc3ccc4c(c3)OCO4)CC2)c2oc3ccccc3c2n1 | -12 | 4 | 10%
COc1ccc(CCNC(=O)CSCc2ccc(C)cc2)cc1OC | 3 | -14 | 3%
CC(Cc1ccccc1)N(C)C(=O)CN1C(=O)c2ccccc2C1=O (stereo not given) | 1 | 2 | 6%
CCOC(=O)N1CCc2c(sc(NC(C)=O)c2C(N)=O)C1 | 28 | -2 | -6%
O=C1Nc2ccc(Br)cc2/C1=N\N=C\C1=C(N2CCOCC2)C(=C/c2ccccc2)/CC1 | -8 | -1 | -1%
C=CC1=C2C=C(C3CC3)N(C3CC3)C=C2C(=O)C(C)(OC(=O)c2ccco2)C1=O (stereo not given) | -3 | -5 | -5%
Nc1ccc(-c2nnn(Cc3ccccc3)n2)cc1 | -8 | 1 | 2%
COc1cccc(CN(CCC(C)C)S(=O)(=O)c2cc(Br)ccc2Br)c1 | 6 | -9 | -2%
Cn1c(=O)c2nc(NCc3ccccc3)sc2n(C)c1=O | 9 | 2 | -16%
O=C1C(Br)=C(c2ccccc2)C(c2ccccc2)=C1c1ccccc1 | 2 | -6 | -2%
CC(C)CN1CCC(CN2CCNC(=O)C2=O)CC1 | 4 | -2 | -3%
COc1cc(CC(CC(=O)c2ccc3c(c2)OCO3)C(=O)O)cc(OC)c1OC (stereo not given) | 7 | 10 | -7%
CC(C)(C)OC(=O)N1CCCC(C(=O)Nc2ccc(C(=O)NCCc3ccccc3)cc2)C1 (stereo not given) | 6 | -3 | 1%
O=C1Nc2ccc(S(=O)(=O)NCc3ccco3)c3cccc1c23 | 10 | 2 | 4%
Cc1ccc(S(=O)(=O)N(C)CC(=O)O/N=C(\N)c2cccnc2)cc1 | -1 | -8 | -6%
O=[N+]([O-])c1cccc(COc2cccc(CN3CCOCC3)c2)c1 | -2 | 29 | 5%
NC(=O)c1ncn([C@@H]2O[C@H](CNCc3cccn3-c3ccncc3)[C@@H](O)[C@H]2O)n1 | 5 | 1 | 8%
CN(c1ccccc1)S(=O)(=O)c1cc(C(=O)OCC(=O)c2c(N)n(C)c(=O)n(C)c2=O)ccc1Cl | -17 | -9 | -5%
O=c1[nH]c2c(c(=O)n1-c1ccccc1)CCO2 | -6 | -5 | -1%
O=C(Cc1cccc(NC(=O)C2CCCN(C(=O)C3CCCC3)C2)c1)Nc1cccc(C(=O)N2CCOCC2)c1 (stereo not given) | -6 | -7 | 5%
CCCCN1CCC(CN2C(=S)NC[C@@H]2CC(C)C)CC1 | 4 | 39 | 2%
CCCCCC(=C/c1ccccc1)/C=N/Nc1ccc(S(=O)(=O)N2CCOCC2)cc1[N+](=O)[O-] | 4 | 10 | -8%
O=C(Nc1cccc2ccccc12)OCc1ccccc1 | 9 | 3 | 0%
CCOC(=O)C[C@H]1c2ccccc2S(=O)(=O)N1Cc1cc(OC)c(OC)c(OC)c1 | -1 | -4 | -5%
C#Cc1ccc([C@H]2C=C(C(=O)O)O[C@@H](OCCCCO)C2)cc1 | 14 | 14 | -5%
CCCC[C@@H]1CCCO[C@@](C(=O)NCc2cc(C)n(C)n2)(C(F)(F)F)C1 | 14 | -10 | -11%
CC(C)(C)CN1C(=O)C(=O)NC[C@@H]1CCCCN | 5 | -2 | 13%
C=C(C)CN=CC1(C)CCC(C)=CO1 (stereo not given) | -6 | -6 | 3%
CCOC(=O)c1ccc(NC(=O)C2CC3CCC2C3)cc1 (stereo not given) | -14 | -3 | 0%
CSc1nc2[nH]c(=O)n(O)c(=O)c2n1Cc1ccccc1 | -25 | -1 | 1%

Screening results: PubChem, National Center for Advancing Translational Sciences (NCATS)
